TIM10 inh: growth inhibitors of isogenic TIM10 control yeast, primary screen, counter-screen for tim10-1 yeast inhibitor project, luminescence, uHTS; S. cerevisiae TIM10 strain growth, BacTiter-Glo luminescence, 24 h; inhibition, % at 10 µM; 330,000 tested, 1.4% active;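 active means inhibition of 40% or more at the single tested concentration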;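 further: wild-type TIM10 isogenic control strain grown at permissive 25 °C; 0% = DMSO yeast wells and 100% = minimal medium wells without yeast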
XBP1 UPR activ: activators of adaptive XBP1 UPR arm, primary screen, cell-based, CHO-XBP1 luciferase reporter, luminescence, uHTS. IRE1-XBP1 UPR activation; percent of tunicamycin response, DMSO as zero. activation, % at 20 µM. 330,000 tested, 0.33% active;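 active means versus positive control, 20 µM dose yields 30% or more activation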;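 further: 100% = tunicamycin at 10 µg/mL and 0% = DMSO only wells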
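Signal: luciferase luminescence; Assay system: CHO-XBP1 luciferase reporter cells; Amount: one thousand reporter cells per well; Dosing: 20 µM single concentration, DMSO 1%; Benchmarks: high control tunicamycin 10 µg/mL final, low control DMSO vehicle only; Schedule: 6 h compound exposure at 37 °C, 5% CO2; Evaluation: percent activation relative to tunicamycin reference.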
NALP3 yeast inh: NALP3 inflammasome inhibitors in reconstituted yeast, primary screen, luminescence, uHTS. Yeast reconstituted NLRP3/ASC/caspase-1, beta-gal luminescence, 24 h. inhibition, % at 10 µM. 330,000 tested, 0.39% active;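 active means inhibition of 50% or more; inactive means inhibition below 50%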;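 further: plate controls were induced DMSO wells for no effect and uninduced yeast grown without galactose for full effect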
APJ agonist: agonists of human apelin receptor APJ, primary screen, CHO-K1 cells, PathHunter beta-arrestin, luminescence | P35414 | 0% DMSO wells, 100% apelin | activation, % at 20 µM | 330,000 tested, 0.11% active;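 active means activation more than six SD over the plate average, tested at 20 µM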;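 further: 0% = DMSO alone and 100% = apelin-13 at 10 nM; some results filed as inactive read as strong as hits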
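Assay system – PathHunter CHO-K1 APJ (AGTRL-1) beta-arrestin reporter cells · Compound – one dose, 20 µM compound, 1% DMSO · Timing – compound 90 min 25 °C, reagent 1 h · Measured by – luminescence from split beta-galactosidase complementation, Galacton Star/Emerald II substrate · Measure – beta-arrestin recruitment to APJ as agonist activity, luminescent signal · Benchmarks – DMSO vs Apelin-13 10 nM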
NR3A LBD binder: binders of NR3A ligand-binding domain, primary screen, biophysical, differential scanning fluorimetry, uHTS; NR3A LBD differential scanning fluorimetry, Tm shift; 0% = protein alone, 100% = glycine-bound protein; Tm shift relative to glycine control, % at 25 µM; 340,000 tested, 2.5% active;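 active means melting temperature shift of at least 10% of the positive control shift, at one fixed dose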
tim10-1 inh: growth inhibitors of tim10-1 mutant yeast, primary screen, luminescence, uHTS; S. cerevisiae tim10-1 ts strain growth, BacTiter-Glo, 24 h; inhibition, % at 20 µM; 330,000 tested, 2.2% active;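 active means inhibition of at least 40%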;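 further: mutant grown at 25 °C; 0% = DMSO wells with yeast and 100% = wells holding no yeast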
UPR CHOP act: activators of apoptotic CHOP UPR arm, primary screen, cell-based, CHO-CHOP luciferase reporter, luminescence, uHTS; UPR activation; percent of tunicamycin response over DMSO baseline; activation, % at 10 µM; 330,000 tested, 0.34% active;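 active means at 10 µM dose, activation of 40% or more, normalized to positive control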;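 further: 100% = tunicamycin at 10 µg/mL and 0% = DMSO alone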
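assay system = CHO CHOP reporter cells | amount = 500 CHO-CHOP cells per well | buffer or medium = F12 with 10% FBS | incubation = 16-18 h cell attachment, then 6 h compound exposure, 37 °C | detection = luminescence read with Steady-Glo | read-out = percent activation relative to tunicamycin control | controls = tunicamycin high control, DMSO low control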
Mdm2-MdmX inh: inhibitors of human Mdm2-MdmX association, primary screen, cell-based, luminescence, split luciferase, SaOS-2, uHTS; Protein Mdm4 (Homo sapiens) + E3 ubiquitin-protein ligase Mdm2 (Homo sapiens), …; SaOS-2 split-luciferase Mdm2/MdmX complementation; inhibition, % at 8 µM; 330,000 tested, 3% active;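 active means inhibition of at least 50% at 8 µM in the primary screen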
Target sequence (O15151 whole entry, looked up): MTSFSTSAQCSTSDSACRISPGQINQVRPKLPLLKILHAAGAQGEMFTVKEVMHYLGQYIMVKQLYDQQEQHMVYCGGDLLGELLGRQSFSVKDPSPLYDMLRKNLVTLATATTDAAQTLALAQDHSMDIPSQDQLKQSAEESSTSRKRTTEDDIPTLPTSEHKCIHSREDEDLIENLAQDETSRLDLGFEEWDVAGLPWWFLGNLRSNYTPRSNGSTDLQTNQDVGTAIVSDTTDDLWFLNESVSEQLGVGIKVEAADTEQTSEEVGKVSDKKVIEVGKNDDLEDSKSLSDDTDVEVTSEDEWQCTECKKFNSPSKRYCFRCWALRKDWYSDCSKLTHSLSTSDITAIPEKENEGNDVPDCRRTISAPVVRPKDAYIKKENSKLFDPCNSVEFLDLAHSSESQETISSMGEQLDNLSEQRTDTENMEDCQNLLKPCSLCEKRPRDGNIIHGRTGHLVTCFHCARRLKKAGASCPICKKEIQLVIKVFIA
Target sequence (Q00987 whole entry, looked up): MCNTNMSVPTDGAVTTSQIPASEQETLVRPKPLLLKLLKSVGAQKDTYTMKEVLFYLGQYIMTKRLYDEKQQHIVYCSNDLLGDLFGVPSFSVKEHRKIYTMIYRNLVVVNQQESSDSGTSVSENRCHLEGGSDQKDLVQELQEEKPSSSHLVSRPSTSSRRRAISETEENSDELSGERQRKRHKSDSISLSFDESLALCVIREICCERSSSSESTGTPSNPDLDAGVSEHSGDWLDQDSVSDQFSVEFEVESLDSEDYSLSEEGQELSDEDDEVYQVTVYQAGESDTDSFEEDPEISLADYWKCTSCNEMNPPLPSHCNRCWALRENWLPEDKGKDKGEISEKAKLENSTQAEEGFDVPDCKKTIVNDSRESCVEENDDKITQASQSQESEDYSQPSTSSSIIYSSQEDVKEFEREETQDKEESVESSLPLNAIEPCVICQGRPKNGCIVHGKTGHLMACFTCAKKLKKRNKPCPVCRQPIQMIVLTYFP
tim23-1 inh: growth inhibitors of tim23-1 mutant yeast, primary screen, luminescence, uHTS | S. cerevisiae tim23-1 growth, BacTiter-Glo luminescence, 24 h | inhibition, % at 20 µM | 330,000 tested, 1.3% active | AID 463212, 2010;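 active means growth inhibition of the mutant yeast at or above 50%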;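 further: temperature-sensitive mutant grown at 25 °C; plate controls were DMSO-treated mutant yeast for no effect and medium wells lacking yeast for full effect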
Numbers without * were called inactive.

How did CC(=O)N1CCN=C1SCc1ccc(C(F)(F)F)cc1 do in these assays?
TIM10 inh: 2; XBP1 UPR activ: 4; NALP3 yeast inh: 23; APJ agonist: -2; NR3A LBD binder: -1; tim10-1 inh: -8; UPR CHOP act: 2.4; Mdm2-MdmX inh: -20; tim23-1 inh: -5

Results for COC(=O)CCC(C)N1CCC(Oc2ccc(C(=O)NCc3ccccn3)cc2)CC1 (centres undefined) ?
TIM10 inh: -6; XBP1 UPR activ: -6; NALP3 yeast inh: -4; APJ agonist: 0; NR3A LBD binder: -1; tim10-1 inh: 1; UPR CHOP act: 1.0; Mdm2-MdmX inh: -1; tim23-1 inh: -2

What do the screens show for `Brc1ccc(-c2csc(-c3ccncc3)n2)cc1`?
TIM10 inh: 19; XBP1 UPR activ: 1; NALP3 yeast inh: -68; APJ agonist: 1; NR3A LBD binder: -16; tim10-1 inh: 2; UPR CHOP act: 2.4; Mdm2-MdmX inh: -46; tim23-1 inh: -20

What do the screens show for `O=c1ccc(/C=C/c2ccccc2)nn1Cc1ccccc1Cl`?
TIM10 inh: -15; XBP1 UPR activ: 0; NALP3 yeast inh: 18; APJ agonist: -1; NR3A LBD binder: -13; tim10-1 inh: 10; UPR CHOP act: -4.4; Mdm2-MdmX inh: 36; tim23-1 inh: 12

Results for O=C(CCc1nnc(-c2ccc3c(c2)OCO3)o1)N(Cc1ccncc1)CC1CCCO1 (centres undefined) ?
TIM10 inh: -5; XBP1 UPR activ: -2; NALP3 yeast inh: 2; APJ agonist: -3; NR3A LBD binder: 0; tim10-1 inh: 22; UPR CHOP act: -0.9; Mdm2-MdmX inh: -3; tim23-1 inh: 10

How did Cc1cnc(CN(C)Cc2c(C(=O)N3CCCCCCC3)nc3ccc(Cl)cn23)[nH]1 do in these assays?
TIM10 inh: 2; XBP1 UPR activ: -6; NALP3 yeast inh: 19; APJ agonist: 0; NR3A LBD binder: 0; tim10-1 inh: 7; UPR CHOP act: 2.2; Mdm2-MdmX inh: 30; tim23-1 inh: 12

Results for CC(=O)c1cccc(NC(=O)c2cc(S(=O)(=O)N3CCOCC3)cs2)c1 ?
TIM10 inh: 15; XBP1 UPR activ: -5; NALP3 yeast inh: 11; APJ agonist: -3; NR3A LBD binder: -12; tim10-1 inh: -6; UPR CHOP act: -0.7; Mdm2-MdmX inh: 23; tim23-1 inh: -10

What do the screens show for `CN1CCN(C(=O)c2cc(-c3ccco3)on2)CC1`?
TIM10 inh: 5; XBP1 UPR activ: 5; NALP3 yeast inh: 2; APJ agonist: -5; NR3A LBD binder: 2; tim10-1 inh: 10; UPR CHOP act: 3.9; Mdm2-MdmX inh: 25; tim23-1 inh: -9

What do the screens show for `CC(C)C(O)(c1ccccc1)C(CN1CCOCC1)c1ccccc1` (centres undefined)?
TIM10 inh: 9; XBP1 UPR activ: -1; NALP3 yeast inh: 13; APJ agonist: -2; NR3A LBD binder: -1; tim10-1 inh: 36; UPR CHOP act: 0.2; Mdm2-MdmX inh: 9; tim23-1 inh: 33

Results for Cc1c(NC(=O)c2ccc3c(c2)OCO3)cccc1-c1nc2ncccc2o1 ?
TIM10 inh: 14; XBP1 UPR activ: -3; NALP3 yeast inh: 21; APJ agonist: 0; NR3A LBD binder: 0; tim10-1 inh: -20; UPR CHOP act: -0.8; Mdm2-MdmX inh: -6; tim23-1 inh: -4

How did CCCCn1c(N)c(N(CC(C)C)C(=O)C(C)SCc2nc3sc(C)c(C)c3c(=O)[nH]2)c(=O)[nH]c1=O (centres undefined) do in these assays?
TIM10 inh: 18; XBP1 UPR activ: 2; NALP3 yeast inh: 19; APJ agonist: 10; NR3A LBD binder: 0; tim10-1 inh: 13; UPR CHOP act: 10; Mdm2-MdmX inh: 21; tim23-1 inh: 18

Results for Cc1cc(OCCn2cnc3ccccc3c2=O)ccc1[N+](=O)[O-] ?
TIM10 inh: 9; XBP1 UPR activ: -1; NALP3 yeast inh: 11; APJ agonist: 2; NR3A LBD binder: -5; tim10-1 inh: 4; UPR CHOP act: 0.7; Mdm2-MdmX inh: 0; tim23-1 inh: 15

How did Cc1ccc(NC(=O)CSc2nnc(Cn3cnc4ccccc43)o2)cc1 do in these assays?
TIM10 inh: -6; XBP1 UPR activ: 0; NALP3 yeast inh: 16; APJ agonist: -3; NR3A LBD binder: -2; tim10-1 inh: 15; UPR CHOP act: 2.3; Mdm2-MdmX inh: 9; tim23-1 inh: 6

How did CC(C)c1ccc(NC2CCCN(C(=O)CCc3cnn(C)c3)C2)cc1 (centres undefined) do in these assays?
TIM10 inh: 15; XBP1 UPR activ: -3; NALP3 yeast inh: 22; APJ agonist: 8; NR3A LBD binder: 2; tim10-1 inh: 17; UPR CHOP act: 1.0; Mdm2-MdmX inh: 17; tim23-1 inh: 19

How did C=C1CCN(C(C(=O)OC)C(C)C)S(=O)(=O)c2ccccc21 (centres undefined) do in these assays?
TIM10 inh: 23; XBP1 UPR activ: -2; NALP3 yeast inh: 6; APJ agonist: -2; NR3A LBD binder: 1; tim10-1 inh: 25; UPR CHOP act: 2.4; Mdm2-MdmX inh: 18; tim23-1 inh: 30

Some of these compounds in order of SMILES length, smallest number first.
What do the screens show for `CN1CCN(C(=O)c2cc(-c3ccco3)on2)CC1`?
TIM10 inh: 5; XBP1 UPR activ: 5; NALP3 yeast inh: 2; APJ agonist: -5; NR3A LBD binder: 2; tim10-1 inh: 10; UPR CHOP act: 3.9; Mdm2-MdmX inh: 25; tim23-1 inh: -9

What do the screens show for `CC(C)C(O)(c1ccccc1)C(CN1CCOCC1)c1ccccc1` (centres undefined)?
TIM10 inh: 9; XBP1 UPR activ: -1; NALP3 yeast inh: 13; APJ agonist: -2; NR3A LBD binder: -1; tim10-1 inh: 36; UPR CHOP act: 0.2; Mdm2-MdmX inh: 9; tim23-1 inh: 33

How did Cc1cnc(CN(C)Cc2c(C(=O)N3CCCCCCC3)nc3ccc(Cl)cn23)[nH]1 do in these assays?
TIM10 inh: 2; XBP1 UPR activ: -6; NALP3 yeast inh: 19; APJ agonist: 0; NR3A LBD binder: 0; tim10-1 inh: 7; UPR CHOP act: 2.2; Mdm2-MdmX inh: 30; tim23-1 inh: 12

Other results follow:
Results for COc1ccc(NC(=S)NC(=NS(=O)(=O)c2ccc(Cl)cc2)c2ccccc2)cc1 ?
TIM10 inh: 25; XBP1 UPR activ: 6; NALP3 yeast inh: 25; APJ agonist: -4; NR3A LBD binder: 5; tim10-1 inh: 28; UPR CHOP act: 5.2; Mdm2-MdmX inh: -54; tim23-1 inh: 38

How did CCCc1cc(=O)oc2c(C)c(OCC(=O)N3CCC(C(=O)O)CC3)ccc12 do in these assays?
TIM10 inh: 7; XBP1 UPR activ: -2; NALP3 yeast inh: -10; APJ agonist: -3; NR3A LBD binder: -4; tim10-1 inh: 20; UPR CHOP act: -0.2; Mdm2-MdmX inh: -6; tim23-1 inh: 2

Results for COc1cc(NC(=O)CCS(=O)(=O)c2ccc3c(c2)n(C)c(=O)c(=O)n3C)cc(OC)c1 ?
TIM10 inh: 11; XBP1 UPR activ: -2; NALP3 yeast inh: 22; APJ agonist: -2; NR3A LBD binder: -2; tim10-1 inh: 4; UPR CHOP act: -1.0; Mdm2-MdmX inh: 8; tim23-1 inh: 7

How did O=C(COc1ccc(F)cc1Cl)Nc1ccc(N2CCOCC2)cc1N1CCOCC1 do in these assays?
TIM10 inh: 15; XBP1 UPR activ: 0; NALP3 yeast inh: 24; APJ agonist: -1; NR3A LBD binder: -1; tim10-1 inh: -3; UPR CHOP act: 1.0; Mdm2-MdmX inh: -10; tim23-1 inh: 26

Results for O=C(OCCN1C(=O)c2ccccc2C1=O)[C@@H]1CC(O)CN1S(=O)(=O)c1ccccc1[N+](=O)[O-] (some centres undefined) ?
TIM10 inh: -7; XBP1 UPR activ: -1; NALP3 yeast inh: -8; APJ agonist: 0; NR3A LBD binder: 2; tim10-1 inh: -8; UPR CHOP act: 1.2; Mdm2-MdmX inh: 14; tim23-1 inh: -4

Results for CCOC(=O)CSc1nc(N2CCOCC2)c2c(c1C#N)CC(C(C)C)OC2 (centres undefined) ?
TIM10 inh: 20; XBP1 UPR activ: -2; NALP3 yeast inh: 10; APJ agonist: -3; NR3A LBD binder: 2; tim10-1 inh: 3; UPR CHOP act: 8.4; Mdm2-MdmX inh: -2; tim23-1 inh: 15

Results for Cc1ccc(N(C)S(=O)(=O)c2ccc(-c3cc(C)no3)s2)cc1 ?
TIM10 inh: 0; XBP1 UPR activ: -5; NALP3 yeast inh: 47; APJ agonist: -2; NR3A LBD binder: -8; tim10-1 inh: 5; UPR CHOP act: -0.7; Mdm2-MdmX inh: 54*; tim23-1 inh: 18

What do the screens show for `CCCCOc1ccc(C(=O)N/C(=C/C=C/c2ccccc2)C(=O)O)cc1`?
TIM10 inh: 14; XBP1 UPR activ: -2; NALP3 yeast inh: 20; APJ agonist: -2; NR3A LBD binder: -4; tim10-1 inh: 18; UPR CHOP act: -0.3; Mdm2-MdmX inh: -4; tim23-1 inh: 16

How did CCOC(=O)CSc1nnc2n(C3CCCCC3)c(=O)c3c4c(sc3n12)CCCC4 do in these assays?
TIM10 inh: 11; XBP1 UPR activ: 2; NALP3 yeast inh: 7; APJ agonist: 1; NR3A LBD binder: 0; tim10-1 inh: 28; UPR CHOP act: 3.3; Mdm2-MdmX inh: 12; tim23-1 inh: 15

How did COc1cc2cnc(-c3cccnc3)cc2cc1OC do in these assays?
TIM10 inh: 6; XBP1 UPR activ: 9; NALP3 yeast inh: 35; APJ agonist: -3; NR3A LBD binder: -3; tim10-1 inh: -2; UPR CHOP act: -0.4; Mdm2-MdmX inh: 10; tim23-1 inh: 18

How did CCCCN1C(=N)N([C@@H](C)CN2CCC[C@H]2CN2C(N)=NC[C@@H]2Cc2ccccc2)C[C@H]1[C@H](C)CC do in these assays?
TIM10 inh: -4; XBP1 UPR activ: -1; NALP3 yeast inh: 10; APJ agonist: -3; NR3A LBD binder: 0; tim10-1 inh: -15; UPR CHOP act: 0.0; Mdm2-MdmX inh: -1; tim23-1 inh: -16

What do the screens show for `COc1ccc2nc(NCc3ccccc3)[nH]c2c1`?
TIM10 inh: -2; XBP1 UPR activ: -2; NALP3 yeast inh: 24; APJ agonist: -2; NR3A LBD binder: 3; tim10-1 inh: -1; UPR CHOP act: 2.0; Mdm2-MdmX inh: 0; tim23-1 inh: -7

How did COc1ccc(CNC(=O)COC(=O)[C@H](Cc2ccccc2)NC(=O)c2cccs2)cc1 do in these assays?
TIM10 inh: 4; XBP1 UPR activ: 0; NALP3 yeast inh: 10; APJ agonist: 2; NR3A LBD binder: 3; tim10-1 inh: -4; UPR CHOP act: 2.4; Mdm2-MdmX inh: 4; tim23-1 inh: 3

No enrichment for hits; about 8.2% have a hit in one of these screens.
